Arrestin-AP2 inh: inhibitors of beta-arrestin/AP2 binding, primary screen, biochemical, GPCR trafficking, flow cytometry; beta-arrestin 1 C-terminal peptide binding to AP2 beta2-adaptin appendage (human); FITC-arrestin peptide / GST-AP2 beads; AP2 beta2 appendage carries R879A mutation; inhibition, % at 10 µM; hit rate 0.31% among 340,000;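 active = inhibition above a set limit, near 3 SD of compounds lacking own fluorescence, cut at about 54% in these data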;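 note: plate controls were DMSO wells for no effect and 5 µM unlabelled arrestin peptide for full effect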
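System: GST-AP2 R879A glutathione beads; medium: PBS, Tween 20 0.05%, BSA 0.1%; reagent: fluorescein-tagged arrestin peptide at 50 nM final; schedule: pre-incubation 12 min, peptide binding 1 h, room temperature; detection: flow cytometry, FL1 (488/535 nm); read-out: inhibition as reduced fluorescein signal on beads, percent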
SR-BI HDL uptake: inhibitors of SR-BI mediated HDL lipid uptake, primary screen, ldlA[mSR-BI] cells, fluorescence, single point | Scavenger receptor class B member 1 (Mus musculus), Q61009 | ldlA[mSR-BI] CHO cells, DiI-HDL uptake fluorescence, 3 h | inhibition, % at 12.5 µM | hit rate 0.96% among 320,000 | AID 488896, 2010;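 active = mean replicate inhibition of at least 70% and a set share of replicates each scoring 70 or more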;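 note: 0% = median of neutral control wells and 100% = median of positive control wells; values of inactives mirror those of a sister screen read the other way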
Target sequence (Q61009 whole entry, looked up): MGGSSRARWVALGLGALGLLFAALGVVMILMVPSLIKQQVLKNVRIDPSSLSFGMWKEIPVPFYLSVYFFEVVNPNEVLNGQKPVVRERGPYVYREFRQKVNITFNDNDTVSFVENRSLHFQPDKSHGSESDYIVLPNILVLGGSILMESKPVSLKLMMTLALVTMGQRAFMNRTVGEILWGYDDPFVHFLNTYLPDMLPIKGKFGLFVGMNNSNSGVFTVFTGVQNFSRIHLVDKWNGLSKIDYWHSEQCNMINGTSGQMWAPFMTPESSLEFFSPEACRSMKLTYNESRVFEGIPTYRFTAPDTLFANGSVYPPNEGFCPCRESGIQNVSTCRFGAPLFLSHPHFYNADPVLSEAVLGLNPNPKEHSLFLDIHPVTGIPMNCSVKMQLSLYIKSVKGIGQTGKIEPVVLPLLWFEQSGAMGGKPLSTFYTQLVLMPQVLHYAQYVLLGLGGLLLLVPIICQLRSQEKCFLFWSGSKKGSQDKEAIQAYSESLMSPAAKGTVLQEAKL
DAGLB inhibitor: DAGLB lipase inhibitors, primary screen, biochemical, fluorescence, HTS; hit rate 0.059% among 340,000; inhibition, % at 5.17 µM; HEK293T DAGLB membrane lysate, EnzChek fluorogenic substrate; in the data active = inhibition above about 34%;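 note: 0% = enzyme with vehicle and 100% = wells lacking enzyme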
NSD2 HMT inh: NSD2 histone methyltransferase inhibitors, primary screen, biochemical, AlphaScreen, single concentration, set 2 | Histone-lysine N-methyltransferase NSD2 (Homo sapiens), O96028 | inhibition, % at 12.5 µM | hit rate 0.54% among 310,000 | NSD2 peptide methylation, 120 min; in the data active = inhibition above about 50%
PvdQ acylase: P. aeruginosa PvdQ acylase inhibitors, primary screen, biochemical, fluorescence, plate reader and imaging, single point. purified PvdQ acylase. PvdQ acylase [Pseudomonas aeruginosa LESB58]. inhibition, % at 10 µM. hit rate 0.063% among 340,000; in the data active = inhibition above about 30%, passing the limit was not always enough;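 note: 0% = vehicle neutral wells and 100% = reference inhibitor wells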
LANA DNA inh: inhibitors of KSHV C-LANA binding to DNA, primary screen, biochemical, fluorescence polarization, FAM-LBS DNA, MBP-C-LANA, single point; inhibition, % at 9 µM; Kaposi's sarcoma herpesvirus LANA C-terminal domain (residues 932-1162) DNA binding; hit rate 0.078% among 340,000;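 active = highest replicate inhibition at or above 60% at 9 µM, even if other replicates fall short; inactive = all replicates below 60% inhibition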;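 note: 0% = neutral control wells and 100% = 4 µM acridine orange control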
SR-BI uptake up: activators of SR-BI mediated DiI-HDL uptake, primary screen, ldlA[mSR-BI] CHO cells, DiI fluorescence | 3 h; 100 = double the neutral-control signal | activation, % at 12.5 µM | hit rate 0.096% among 320,000 | AID 504775, 2011;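 active = mean replicate activation of at least 60% and every replicate at or above 60%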;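 note: 0% = median plate neutral-control signal and 100% = twice that signal; values of inactives mirror those of a sister screen read the other way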
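Test system: SR-BI-overexpressing, LDLR-lacking CHO cells; Also added: labelled HDL, 10 µg/mL; Measured by: bottom-read cell fluorescence after medium removal, ex 550/em 595 nm; Timing: 3 h uptake period with compound, 37 °C; Buffer or medium: F12, 0.5% BSA, 25 mM HEPES; Doses: single compound concentration, delivered by pin transfer.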
Keap1 Nrf2 FP: Keap1-Nrf2 protein-protein interaction inhibitors, primary screen, biochemical, fluorescence polarization, single point; Kelch-like ECH-associated protein 1 (Homo sapiens), Q14145; AID 504523, 2011; inhibition, % at 9.4 µM; hit rate 0.15% among 340,000; Keap1 Kelch-Nrf2 peptide fluorescence polarization, 1536-well; in the data active = inhibition above about 12%;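 note: human Keap1 Kelch domain with fluorescein labeled Nrf2 9mer peptide probe; 0% = neutral control wells and 100% = peptide positive control; higher means more block of Keap1 binding to Nrf2 peptide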
PKA-R2B activ: activators of PKA-R2B holoenzyme, primary screen, biochemical, fluorescence polarization, Cy5-IP20, human; cAMP-dependent protein kinase catalytic subunit beta (Homo sapiens) + cAMP-dependent …; PKA-R2B holoenzyme dissociation; R2B truncated from residue 108, S112A mutant; 0% DMSO only, 100% 113 µM cGMP; activation, % at 11.4 µM; hit rate 0.079% among 340,000;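 active = activation above a cutoff set at the mean over all compounds plus 3 SD, cut at about 18% in these data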;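 note: higher means more holoenzyme dissociation and a rise in polarization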
Target sequence (P31323 whole entry, looked up, other chains not shown, the tested form may be a part): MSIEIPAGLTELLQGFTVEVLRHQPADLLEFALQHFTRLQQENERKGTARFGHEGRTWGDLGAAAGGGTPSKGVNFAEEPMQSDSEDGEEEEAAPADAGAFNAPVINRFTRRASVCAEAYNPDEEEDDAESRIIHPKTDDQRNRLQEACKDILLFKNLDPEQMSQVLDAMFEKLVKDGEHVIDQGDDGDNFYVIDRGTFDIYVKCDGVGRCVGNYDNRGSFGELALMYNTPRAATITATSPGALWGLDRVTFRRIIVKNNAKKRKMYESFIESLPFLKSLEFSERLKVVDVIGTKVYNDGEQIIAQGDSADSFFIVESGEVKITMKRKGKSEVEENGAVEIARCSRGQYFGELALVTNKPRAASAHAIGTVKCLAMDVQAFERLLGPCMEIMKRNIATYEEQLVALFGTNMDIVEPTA
RTF Ca sens inh: cardiac RTF calcium sensitivity inhibitors, primary screen, biochemical, IANBD-TnC fluorescence, EC70 calcium | Troponin I, cardiac muscle (Homo sapiens) + Troponin T, cardiac muscle (Homo sapiens) + … | IANBD-labeled cardiac RTF, Ca2+ fluorescence | inhibition, % at 7.15 µM | hit rate 0.12% among 340,000;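 active = inhibition above the mean inhibition of all tested compounds plus 3 SD, cut at about 17% in these data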;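 note: assay run at fixed EC70 calcium of 1.6 mM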
* = called active by the depositor.

How did O=C1Nc2cc(Cl)c(Cl)cc2N(O)N1c1ccc(Cl)cc1 do in these assays?
Arrestin-AP2 inh: -1.8; SR-BI HDL uptake: -7.6; DAGLB inhibitor: 2.4; NSD2 HMT inh: -2.3; PvdQ acylase: -2.4; LANA DNA inh: 0.1; SR-BI uptake up: 7.6; Keap1 Nrf2 FP: -0.9; PKA-R2B activ: 1.2; RTF Ca sens inh: -12.6

How did O=C(Nc1ccc(NC(=O)c2ccc([N+](=O)[O-])cc2[N+](=O)[O-])cc1)c1ccco1 do in these assays?
Arrestin-AP2 inh: 22.7; SR-BI HDL uptake: 27.3; DAGLB inhibitor: 0.2; NSD2 HMT inh: -3.0; PvdQ acylase: 8.6; LANA DNA inh: -0.8; SR-BI uptake up: -27.3; Keap1 Nrf2 FP: 1.8; PKA-R2B activ: -6.3; RTF Ca sens inh: -1.3

Results for O=Cc1cn(-c2ccccc2)nc1-c1ccncc1 ?
Arrestin-AP2 inh: -3.4; SR-BI HDL uptake: -0.8; DAGLB inhibitor: 0.9; NSD2 HMT inh: -1.8; PvdQ acylase: -1.0; LANA DNA inh: -1.7; SR-BI uptake up: 0.8; Keap1 Nrf2 FP: -1.6; PKA-R2B activ: 3.8; RTF Ca sens inh: -6.0

How did CC(C)C(=O)Nc1ccc2c(c1)oc1ccccc12 do in these assays?
Arrestin-AP2 inh: 0.3; SR-BI HDL uptake: 14.7; DAGLB inhibitor: -6.2; PvdQ acylase: -13.4; LANA DNA inh: -0.6; SR-BI uptake up: -14.7; Keap1 Nrf2 FP: -3.3; PKA-R2B activ: -13.6; RTF Ca sens inh: -4.8

Results for CCOC(=O)CC1C(=O)NCCN1Cc1cccs1 (centres undefined) ?
Arrestin-AP2 inh: -2.9; SR-BI HDL uptake: -7.7; DAGLB inhibitor: -1.6; NSD2 HMT inh: -1.4; PvdQ acylase: -10.5; LANA DNA inh: 0.4; SR-BI uptake up: 7.7; Keap1 Nrf2 FP: -7.9; PKA-R2B activ: 2.7; RTF Ca sens inh: 4.8

How did O=C(Nc1ccccn1)c1cccc(S(=O)(=O)N2CCCC2)c1 do in these assays?
Arrestin-AP2 inh: -9.4; SR-BI HDL uptake: -4.1; DAGLB inhibitor: -2.2; NSD2 HMT inh: -1.0; PvdQ acylase: -9.9; LANA DNA inh: 0.3; SR-BI uptake up: 4.1; Keap1 Nrf2 FP: -4.6; PKA-R2B activ: -14.1; RTF Ca sens inh: -4.5

How did COc1ccccc1N1CCN(C(=O)COc2cc(C)ccc2C)CC1 do in these assays?
Arrestin-AP2 inh: -1.9; SR-BI HDL uptake: 35.3; DAGLB inhibitor: -7.4; NSD2 HMT inh: -2.0; PvdQ acylase: -2.6; LANA DNA inh: -0.6; SR-BI uptake up: -35.3; Keap1 Nrf2 FP: 1.8; PKA-R2B activ: -1.7; RTF Ca sens inh: 1.0

How did Cc1cc(C(F)(F)F)nn1C(=O)c1cccnc1Cl do in these assays?
Arrestin-AP2 inh: 12.5; SR-BI HDL uptake: -12.6; DAGLB inhibitor: 0.1; NSD2 HMT inh: 0.0; PvdQ acylase: 20.5; LANA DNA inh: -1.7; SR-BI uptake up: 12.6; Keap1 Nrf2 FP: -1.4; PKA-R2B activ: -10.6; RTF Ca sens inh: -2.8

What do the screens show for `C[C@@H]1O[C@@H](OC[C@H]2O[C@@H](Oc3c(-c4ccc(O)c(O)c4)oc4cc(O)cc(O)c4c3=O)[C@H](O)[C@@H](O)[C@@H]2O)[C@H](O)[C@H](O)[C@H]1O`?
Arrestin-AP2 inh: -3.6; DAGLB inhibitor: 0.4; PvdQ acylase: -6.2; LANA DNA inh: -0.3; Keap1 Nrf2 FP: -3.7; PKA-R2B activ: -2.6; RTF Ca sens inh: 3.7

How did COc1ccc(CNC(=O)COc2cc3c(c4oc(=O)cc(C)c24)CCC(C)(C)O3)cc1 do in these assays?
Arrestin-AP2 inh: 0.3; SR-BI HDL uptake: 40.4; DAGLB inhibitor: -10.0; PvdQ acylase: -18.7; LANA DNA inh: -0.3; SR-BI uptake up: -40.4; Keap1 Nrf2 FP: -1.9; PKA-R2B activ: 1.6; RTF Ca sens inh: -3.6

What do the screens show for `O=C(Cc1c(Cl)cccc1Cl)NC1=NCCS1`?
Arrestin-AP2 inh: -14.2; SR-BI HDL uptake: 4.2; DAGLB inhibitor: -1.3; PvdQ acylase: 4.9; LANA DNA inh: 1.5; SR-BI uptake up: -4.2; Keap1 Nrf2 FP: 2.8; PKA-R2B activ: -4.5; RTF Ca sens inh: 7.1

What do the screens show for `Cc1c(C(=O)NCc2cccs2)oc2ccccc12`?
Arrestin-AP2 inh: -8.7; SR-BI HDL uptake: -3.2; DAGLB inhibitor: -4.5; NSD2 HMT inh: -8.4; PvdQ acylase: 1.6; LANA DNA inh: 3.0; SR-BI uptake up: 3.2; Keap1 Nrf2 FP: 1.7; PKA-R2B activ: -4.4; RTF Ca sens inh: -13.3

Results for Cc1ccnc(NC(=S)N2CCN(c3cccc(C(F)(F)F)c3)CC2)c1 ?
Arrestin-AP2 inh: -19.6; SR-BI HDL uptake: 29.5; DAGLB inhibitor: -2.4; PvdQ acylase: -2.2; LANA DNA inh: -1.8; SR-BI uptake up: -29.5; Keap1 Nrf2 FP: 1.6; PKA-R2B activ: 3.4; RTF Ca sens inh: 6.5

Results for COCCn1c(=NC(=O)C(C)(C)C)sc2cc([N+](=O)[O-])ccc21 ?
Arrestin-AP2 inh: -10.9; SR-BI HDL uptake: 26.5; DAGLB inhibitor: 0.6; NSD2 HMT inh: -2.0; PvdQ acylase: -12.6; LANA DNA inh: 1.5; SR-BI uptake up: -26.5; Keap1 Nrf2 FP: -2.2; PKA-R2B activ: -0.2; RTF Ca sens inh: -2.1

How did CCOC(=O)c1cc2c(=O)n3ccccc3nc2n(CCCOC)c1=NC(C)=O do in these assays?
Arrestin-AP2 inh: -7.2; SR-BI HDL uptake: -1.5; DAGLB inhibitor: -1.5; PvdQ acylase: -9.3; LANA DNA inh: 2.4; SR-BI uptake up: 1.5; Keap1 Nrf2 FP: -3.2; PKA-R2B activ: -5.1; RTF Ca sens inh: 1.5

Results for COc1ccc(OC)c(NC(=O)CN(Cc2ccccc2)S(C)(=O)=O)c1 ?
Arrestin-AP2 inh: -2.4; SR-BI HDL uptake: -16.2; DAGLB inhibitor: 0.9; NSD2 HMT inh: 0.2; PvdQ acylase: -6.4; LANA DNA inh: 1.1; SR-BI uptake up: 16.2; Keap1 Nrf2 FP: -3.8; PKA-R2B activ: 4.7; RTF Ca sens inh: -2.9

What do the screens show for `Cc1onc(-c2ccccc2)c1C(=O)Nc1ccc(S(=O)(=O)N2CCCC2)cc1`?
Arrestin-AP2 inh: -0.7; SR-BI HDL uptake: 20.9; DAGLB inhibitor: 1.4; NSD2 HMT inh: -2.7; PvdQ acylase: -6.1; LANA DNA inh: 0.4; SR-BI uptake up: -20.9; Keap1 Nrf2 FP: -5.1; PKA-R2B activ: -1.9; RTF Ca sens inh: -0.6

How did CCN(C(=O)COC(=O)c1cnccn1)c1cccc2ccccc12 do in these assays?
Arrestin-AP2 inh: 27.4; SR-BI HDL uptake: -20.0; DAGLB inhibitor: 2.5; NSD2 HMT inh: -1.0; PvdQ acylase: -5.0; LANA DNA inh: -3.3; SR-BI uptake up: 20.0; Keap1 Nrf2 FP: -3.7; PKA-R2B activ: -0.9; RTF Ca sens inh: -5.7

Results for COc1ccc(C(=O)COC(=O)c2ccccn2)c(OC)c1 ?
Arrestin-AP2 inh: -4.9; SR-BI HDL uptake: -17.9; DAGLB inhibitor: -1.5; NSD2 HMT inh: -0.5; PvdQ acylase: 10.4; LANA DNA inh: 1.3; SR-BI uptake up: 17.9; Keap1 Nrf2 FP: -2.3; PKA-R2B activ: -0.8; RTF Ca sens inh: -4.4

What do the screens show for `CC(C)C(C)NC(=O)CN1C(=O)NC2(CCc3ccccc32)C1=O` (centres undefined)?
Arrestin-AP2 inh: 0.0; DAGLB inhibitor: -1.0; NSD2 HMT inh: 8.3; PvdQ acylase: -21.6; LANA DNA inh: -0.7; Keap1 Nrf2 FP: -4.9; PKA-R2B activ: 0.9; RTF Ca sens inh: -13.8

How did COc1ccc2nc(/N=C(\N)NC(=O)N3c4ccccc4Sc4ccccc43)nc(C)c2c1 do in these assays?
Arrestin-AP2 inh: 14.1; SR-BI HDL uptake: 10.9; DAGLB inhibitor: -0.4; NSD2 HMT inh: -2.7; PvdQ acylase: -6.3; LANA DNA inh: -2.7; SR-BI uptake up: -10.9; Keap1 Nrf2 FP: -2.4; PKA-R2B activ: -4.0; RTF Ca sens inh: -8.4

Results for CCN1CCN(c2ccc(S(=O)(=O)N3CCOCC3)cc2NC(=O)c2cccc([N+](=O)[O-])c2)CC1 ?
Arrestin-AP2 inh: 14.2; SR-BI HDL uptake: -11.9; DAGLB inhibitor: 2.6; NSD2 HMT inh: 13.3; PvdQ acylase: -12.3; LANA DNA inh: -1.1; SR-BI uptake up: 11.9; Keap1 Nrf2 FP: -4.0; PKA-R2B activ: 4.2; RTF Ca sens inh: -5.7

What do the screens show for `Cc1ccc(C(=O)NCc2ccco2)cc1`?
Arrestin-AP2 inh: 0.7; SR-BI HDL uptake: -21.4; DAGLB inhibitor: -3.9; NSD2 HMT inh: 0.5; PvdQ acylase: -14.7; LANA DNA inh: -1.4; SR-BI uptake up: 21.4; Keap1 Nrf2 FP: -1.3; PKA-R2B activ: 5.3; RTF Ca sens inh: -1.8
